# NCI-60 one-dose screen, 48 h, at 10 µM unless noted. Numbers give growth in % (100 = growth as untreated, 0 = no growth, -100 = all killed).
# MDA-MB-231 – MDA-MB-231 breast cancer. hit rate 5% among 81,000. AID 1794789
# RPMI-8226 – RPMI-8226 leukemia cells; hit rate 7.5% among 77,000
# MOLT-4 – MOLT-4 leukemia cells; hit rate 6.9% among 80,000
# MCF7 – MCF7 breast cancer | AID 1794796 | hit rate 6.3% among 82,000
# K-562 – K-562 leukemia | hit rate 7.4% among 78,000 | AID 1794777
# MDA-MB-468 – MDA-MB-468 breast cancer; hit rate 8.5% among 78,000
# MDA-MB-435 – MDA-MB-435 melanoma; hit rate 7.8% among 82,000; AID 1794794
# SR – SR leukemia cells | hit rate 8.7% among 73,000 | AID 1794780
# Numbers without * were called inactive; / = no result given; & = joins results of further samples; [ ] = dose if it differs, or a comment. The calls were made as follows: active = growth percent below 10; inactive = the rest.
SMILES,MDA-MB-231,RPMI-8226,MOLT-4,MCF7,K-562,MDA-MB-468,MDA-MB-435,SR
CNS(=O)(=O)Nc1nccc(Cc2c(C)c3ccc(Oc4ncccn4)cc3oc2=O)c1F,41,55,76,79,26,63,37,58
O=C(/C=C\c1ccccc1)c1ccc(C2CCCCC2)cc1,105,111,85,90,97,115,105,88
Nc1ccc(/C=N/Nc2ccnc3c(N)cccc23)c2cccnc12,-67*,-30*,-37*,-47*,-56*,-38*,-84*,-28*
CC[C@H]1c2ccccc2[C@@H](C(=O)O)N(C(C)=O)c2ccc(C)cc21,107,101,101,92,102,102,102,/
N#C/C(=C(/O)CCCO)c1nc2ccccc2c(=O)[nH]1,98,91,105,87,102,/,168,91
Brc1ccc(-c2cn(-c3ccccc3)c(=Nc3ccc(Nc4ncnc5sc6c(c45)CCCC6)cc3)s2)cc1,93,95,93,89,91,103,106,87
COc1cc2c(cc1OC)C1c3ccccc3N(C)C(=O)N1CC2 (stereo not drawn),79,98,92,65,95,109,110,94
CC(=O)CCNc1ccc2c(c1)C(=O)c1ccccc1C2=O,107,106,95,101,98,97,104,/
COc1ccc2nc3cc(Cl)ccc3c(Cl)c2n1,109,101,103,84,108,103,95,108
CCCCCCCNC(=O)C(Cl)Cl,102,96,99,95,93,106,101,97
CCCCn1c(=O)c(-c2cc(-c3ccc(F)cc3)nc(-c3ccc(F)cc3)c2)cc2ccc(Cl)cc21,95,/,111,88,116,99,104,101
CC(C)OC(=O)[C@H](C)NP(=O)(OC[C@H]1O[C@@H](n2cnc3sc4c(=O)[nH]c(N)nc4c32)C(F)(F)[C@@H]1OP(=O)(N[C@@H](C)C(=O)OC(C)C)Oc1ccccc1)Oc1ccccc1 (stereo partly drawn),54,27,14,23,38,24,57,43
COc1ccc(-c2nn(-c3ccccc3)cc2-c2nc3ccccc3o2)cc1,78,83,86,75,96,91,110,79
CC1(C)OC(=O)C(=Cc2ccc(Br)cc2)C(=O)O1,92,100,105,94,108,106,103,109
O=C1N=c2ccccc2=C/C1=C\c1cc(-c2ccccc2)[nH]c1O,85,63,68,71,73,92,97,60
Nc1ccc2c(O)c(N=Nc3ccccc3)c(S(=O)(=O)O)cc2c1,99,101,105,91,100,104,105,95
O=C(Cc1ccc(/C=C/C(=O)c2nccs2)cc1)Nc1ccccc1,95,67,6.3*,84,23,92,100,2.3*
O=C1C=CC(=O)C(Sc2ccccc2)=C1,94,98,79,97,98,102,83,89
COc1ccc2cnc(N)c(C#Cc3cc(C(=O)Nc4ccc(CN5CCN(C)CC5)c(C(F)(F)F)c4)cnc3C)c2c1,9.9*,48,24,39,-43*,91,26,/
CC(=O)c1c(C)[nH]c2c1c(-c1cnc[nH]1)nc1ccccc12,92,101,94,83,89,112,100,78
CNC1=C([N+](=O)[O-])C(c2ccc(Br)cc2)C(C#N)=C(c2ccc[nH]2)O1 (stereo not drawn),97,105,94,96,95,104,100,89
Oc1ccccc1C1NC(=S)Nc2c1sc1ccc(Cl)cc21 (stereo not drawn),73,/,90,68,92,91,110,84
COc1cc(C2CC(c3ccc4c(c3)OCO4)=NN2C=O)cc(OC)c1OC (stereo not drawn),68,53,45,17,18,-13*,-26*,33
COc1cc(-c2nn(C(=O)NS(=O)(=O)c3ccc4ccccc4c3)cc2-c2ccncc2)ccc1Cl,85,82,82,95,97,81,92,83
C/C=C(\C)C(C(=O)NC1CCCCC1)N(C(=O)C1CCc2cc(F)ccc2O1)c1ccc(Cl)cc1 (stereo not drawn),103,100,95,99,100,97,/,111

# The listing continues.
SMILES,MDA-MB-231,RPMI-8226,MOLT-4,MCF7,K-562,MDA-MB-468,MDA-MB-435,SR
Clc1ccc2c(c1)Cc1cc(N=Cc3ccccc3Cl)ccc1-2,77,/,68,59,/,78,109,81
Cc1ccc(N2CC(c3nc4ccccc4s3)CC2=O)cc1 (stereo not drawn),87,101,101,96,103,99,107,95
N#Cc1cnn(-c2cc(=O)[nH]c3ccccc23)c1N,110,109,111,91,111,127,103,94
Cn1c(=O)c(S(=O)(=O)c2ccccc2)cc2ccc3c(cnn3-c3ccc(Cl)cc3)c21,76,76,95,100,92,72,81,79
CC1=[N+](CCN(C)C)[B-](F)(F)OC(c2ccccc2)=C1,104,112,102,119,123,83,96,111
O=C(O)c1ccc(Nc2ccnc(SCC(=O)c3ccc(-c4ccccc4)cc3)n2)cc1,110,85,96,90,99,106,104,96
N#Cc1ccc(Cn2cc(CSc3nc4ccccc4o3)nn2)cc1,108,107,100,96,89,110,100,114
CC(=O)c1cc(O)ccc1O,97,119,93,101,92,98,108,94
NC(=S)NN=C(c1ccccc1)c1ccccc1,82,89,83,86,67,60,107,84
O=C(NC(CSCc1ccccc1)C(=O)NC(Cc1ccc(O)cc1)C(=O)O)OCc1ccccc1 (stereo not drawn),96,98,111,112,107,98,92,106
CCN(CC)CC1CN(/N=C/c2ccc([N+](=O)[O-])o2)C(=O)O1 (stereo not drawn),105,106,108,87,100,88,121,95
COc1nc(N)nc(Cl)n1,103,98,/,95,/,109,114,/
O=C1Nc2cc(-c3ccc(NS(=O)(=O)c4ccc([N+](=O)[O-])cc4)cc3)ccc2/C1=C/c1ccc[nH]1,12,13,16,-24*,13,-30*,1.3*,13
Cc1ccc(Nc2nnc(-c3c[nH]c4ccccc34)o2)cc1,87,77,90,91,100,101,136,102
CCOc1ccccc1/C=N\NC(=O)N/N=C/c1ccccc1OCC,104,89,89,94,79,99,84,82
COc1cc(/C=C/C(=O)Oc2ccc(/C=C/c3cc(OC(=O)/C=C/c4ccc(O)c(OC)c4)cc(OC(=O)/C=C/c4ccc(O)c(OC)c4)c3)cc2)ccc1O,97,90,77,78,88,99,102,77
O=C1OC(N2CCCCC2)c2nc3ccccc3c(/C=C/c3ccccc3)c21 (stereo not drawn),100,87,98,94,86,88,101,87
NNC(=O)/C(=C\c1cccc([N+](=O)[O-])c1)CC(=O)c1ccc(Cl)c(Cl)c1,82,101,69,65,87,78,92,85
O=C(NNc1ccc([N+](=O)[O-])cn1)Nc1ccc(Br)cc1,112,90,89,103,82,/,92,93
CCCCC(=O)N[C@H]1C[C@H]2CC[C@@]1(C)C2(C)C,100,106,95,100,111,108,109,101
COc1ccc(-c2c(C#N)c(-c3ccccc3)nc3c2c(-c2ccc(Cl)cc2)nn3-c2ccccc2)cc1,104,109,101,97,102,97,105,117
COC(=O)CNC(=O)[C@H](CCSC)NC(=O)[C@H](Cc1ccccc1)NC(=O)[C@@H]1CCCN1C(=O)OC(C)(C)C,109,117,104,108,100,102,100,112
Cc1nc2ccc(Cl)cn2c1C(=O)NCc1ccc(OCc2cn(Cc3ccccc3)nn2)cc1,86,68,78,86,79,78,93,/
Cc1ccc(S(=O)(=O)N2CCC(=O)c3ccccc32)cc1,73,106,64,41,40,26,6.1*,39
CSc1ncc(C(N)=O)c(N)n1,110,104,98,/,96,113,106,92

# Further compounds:
SMILES,MDA-MB-231,RPMI-8226,MOLT-4,MCF7,K-562,MDA-MB-468,MDA-MB-435,SR
COc1ccc(Cc2nnc3sc(SCC(=O)c4ccc(C)cc4)nn23)cc1,104,98,98,94,93,106,105,93
CC(=S)N/C=C(/c1ccc(Cl)cc1Cl)S(=O)(=O)Cc1ccc(Cl)cc1Cl,89,90,95,99,98,102,108,87
CCOc1ccc(-c2[nH]ncc2-c2ccc(OC)cc2)c(O)c1,88,72,72,91,16,94,49,62
CCN(C(=O)N1CCN(c2cc3c(cc2F)c(=O)c(C(=O)O)cn3C2CC2)CC1)c1nc(-c2ccc(Cl)cc2)cs1,-21*,13,5.8*,9.4*,13,-2.7*,18,6.3*
Nc1cc(N)c2cccnc2c1O,79,88,5.9*,46,37,48,-84*,/
O=C(Cc1ccccc1)NNc1nc(N2CCOCC2)nc(N2CCN(C(c3ccccc3)c3ccccc3)CC2)n1,89,64,73,96,75,89,100,79
O=C1c2cccc3cccc(c23)C(=O)N1Nc1nc(NC2CCCCC2)nc(N2CCOCC2)n1,83,/,90,89,89,114,103,91
Nc1ccc([N+](=O)[O-])cc1-c1nc2ccccc2[nH]c1=O,80,101,103,50,100,64,106,96
Cn1cnc([N+](=O)[O-])c1Sc1n[nH]c(N)n1,96,87,97,102,118,95,115,111
C=C(C)[C@@H]1CCC=C2CC[C@]3(C)[C@H](CC[C@@H]4[C@@]5(C)CC[C@H](O)C(C)(C)[C@@H]5CC[C@]43C)[C@H]21,96,103,104,90,88,111,106,86
CCOC(=O)C(CC)(CCc1ccc([N+](=O)[O-])cc1)C(=O)OCC,85,85,78,85,86,93,94,69
COc1ccc(C2NC(=O)C(Cl)c3c2sc2c(F)cccc32)c(OC)c1 (stereo not drawn),91,88,95,92,88,116,91,63
C#Cc1cccc(Oc2ccc(NC(=O)C=C)cc2)c1,97[8.25 µM],101[8.25 µM],98[8.25 µM],82[8.25 µM],100[8.25 µM],97[8.25 µM],97[8.25 µM],96[8.25 µM]
c1ccc2c(c1)NC1CCCCC21 (stereo not drawn),110,101,98,99,98,100,108,104
CCOCC(C)(COC(C)=O)CC(C)(COC(C)=O)CC(C)COC(C)=O (stereo not drawn),105,108,101,102,99,111,102,109
CCOC(=O)c1sc(-c2ccc(OS(=O)(=O)c3ccc(C(C)(C)C)cc3)c(C=O)c2)nc1C,54,/,20,34,16,1.6*,57,15
Cc1nc(/N=C(N)/N=C(\N)c2cccc(Br)c2)sc1C,76,55,40,13,16,32,11,36
N/C(=N\N=C\c1ccc2c(c1)OCO2)N/N=C\c1ccc2c(c1)OCO2,90&107,67&99,50&95,56&94,90,99,65&81,-8.7*
CC(=O)OC1Oc2ccccc2-c2oc(=O)c(-c3ccc([N+](=O)[O-])cc3)cc21 (stereo not drawn),104,74,83,92,93,/,74,82
Cc1ccc(NC2C(=O)NC(=S)NC2=O)c(C)c1,102,97,90,95,96,116,106,106

# 14 neighbouring records out of the list so far, quoted:
SMILES,MDA-MB-231,RPMI-8226,MOLT-4,MCF7,K-562,MDA-MB-468,MDA-MB-435,SR
CCN(C(=O)N1CCN(c2cc3c(cc2F)c(=O)c(C(=O)O)cn3C2CC2)CC1)c1nc(-c2ccc(Cl)cc2)cs1,-21*,13,5.8*,9.4*,13,-2.7*,18,6.3*
Nc1cc(N)c2cccnc2c1O,79,88,5.9*,46,37,48,-84*,/
O=C(Cc1ccccc1)NNc1nc(N2CCOCC2)nc(N2CCN(C(c3ccccc3)c3ccccc3)CC2)n1,89,64,73,96,75,89,100,79
O=C1c2cccc3cccc(c23)C(=O)N1Nc1nc(NC2CCCCC2)nc(N2CCOCC2)n1,83,/,90,89,89,114,103,91
Nc1ccc([N+](=O)[O-])cc1-c1nc2ccccc2[nH]c1=O,80,101,103,50,100,64,106,96
Cn1cnc([N+](=O)[O-])c1Sc1n[nH]c(N)n1,96,87,97,102,118,95,115,111
C=C(C)[C@@H]1CCC=C2CC[C@]3(C)[C@H](CC[C@@H]4[C@@]5(C)CC[C@H](O)C(C)(C)[C@@H]5CC[C@]43C)[C@H]21,96,103,104,90,88,111,106,86
CCOC(=O)C(CC)(CCc1ccc([N+](=O)[O-])cc1)C(=O)OCC,85,85,78,85,86,93,94,69
COc1ccc(C2NC(=O)C(Cl)c3c2sc2c(F)cccc32)c(OC)c1 (stereo not drawn),91,88,95,92,88,116,91,63
C#Cc1cccc(Oc2ccc(NC(=O)C=C)cc2)c1,97[8.25 µM],101[8.25 µM],98[8.25 µM],82[8.25 µM],100[8.25 µM],97[8.25 µM],97[8.25 µM],96[8.25 µM]
c1ccc2c(c1)NC1CCCCC21 (stereo not drawn),110,101,98,99,98,100,108,104
CCOCC(C)(COC(C)=O)CC(C)(COC(C)=O)CC(C)COC(C)=O (stereo not drawn),105,108,101,102,99,111,102,109
CCOC(=O)c1sc(-c2ccc(OS(=O)(=O)c3ccc(C(C)(C)C)cc3)c(C=O)c2)nc1C,54,/,20,34,16,1.6*,57,15
Cc1nc(/N=C(N)/N=C(\N)c2cccc(Br)c2)sc1C,76,55,40,13,16,32,11,36

# Bioassay records deposited in PubChem by NCI.

# Random draw from the library (roughly 15% active in at least one column).
